Source: PubChem
GRP78 ERSR act – ER stress response induction in glioma | 420,000 compounds, 0.02% hits | Potency, µM, for inactives: at the highest dose activation, hits mostly activators | AID 602332 | U87-MG GRP78 promoter luciferase reporter, 16 h; also: potency is read from the fitted curve at half-maximal effect; series mostly up to about 76 µM; % of control where 0% means no effect; nearly all actives have a fitted effect of over 35% in size
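Stably transfected U87-MG glioma cells carrying a GRP78-based luciferase sensor; 16 h compound incubation. Luminescence end-point read 10 min after Bright-Glo addition at room temperature.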
Vif-A3G inh – inhibitors of Vif-APOBEC3G interaction | 410,000 compounds, 0.076% hits | Q9HC16 | Potency, µM (titrated, usually from 46.1 µM), without a hit: top-dose activity, negative = active, hits mostly inhibitors | HeLa A3G-eYFP + Vif (tagged APOBEC3G with the HIV-1 protein that degrades it), YFP fluorescence, overnight;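 also: potency is read from the fitted curve at half-maximal effect; % is scaled to controls: 0 for no effect and ±100 for the full control effect; nearly all actives have a fitted effect of over 60% in size; hits raise eYFP signal because A3G escapes Vif-driven loss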
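HeLa cells stably expressing Vif and C-terminally eYFP-tagged A3G, seeded overnight at 37 deg C, then exposed to compound by pintool overnight at 37 deg C. Rise in yellow fluorescence (Ex 488/Em 500-530, Acumen) marks blocked Vif-driven A3G degradation.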
mIDH1 inhibitor – inhibitors of human mutant IDH1 R132H | Potency, µM (top dose mostly 76.6 µM), for inactives: at the highest dose activity change, negative = inhibition, usual class: inhibitors | 390,000 compounds, 0.093% hits | O75874 | IDH1-R132H enzyme, NADPH consumption, diaphorase/resazurin fluorescence | AID 602179; also: potency is read from the fitted curve at half-maximal effect; % is scaled to controls: 0 for no effect and ±100 for the full control effect; nearly all actives have a fitted effect of over 65% in size
Target sequence (O75874 whole entry R132H, stated change not applied): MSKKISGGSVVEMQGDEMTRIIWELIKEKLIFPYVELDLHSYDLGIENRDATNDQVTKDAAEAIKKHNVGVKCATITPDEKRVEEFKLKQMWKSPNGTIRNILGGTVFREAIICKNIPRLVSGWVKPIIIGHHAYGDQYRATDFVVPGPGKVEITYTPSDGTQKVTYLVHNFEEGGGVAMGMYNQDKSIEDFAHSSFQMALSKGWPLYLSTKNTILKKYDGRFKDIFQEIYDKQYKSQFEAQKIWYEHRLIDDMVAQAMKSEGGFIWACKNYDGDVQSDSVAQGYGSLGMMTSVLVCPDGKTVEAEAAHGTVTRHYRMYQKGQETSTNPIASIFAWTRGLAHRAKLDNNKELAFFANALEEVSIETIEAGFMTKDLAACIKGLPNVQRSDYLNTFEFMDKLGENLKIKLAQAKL
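IDH1-R132H (0.5 ug/mL) preincubated 30 min with compound, then NADPH (0.016 mM) and alpha-KG (2 mM) added; 80 min at RT, pH 7.5. Remaining NADPH coupled via diaphorase/resazurin to fluorescence (540/590 nm); concentration-response curves normalized to no-enzyme control.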
TrxR1 substrate – substrates of rat thioredoxin reductase 1 | O89049 | 390,000 compounds, 0.01% hits | Potency, µM (highest dose often 114 µM), inactives show top-dose activity change, negative = substrate turnover | purified TrxR1 substrate turnover, NADPH consumption readout; also: potency is read from the fitted curve at half-maximal effect; % is scaled to controls: 0 for no effect and ±100 for the full control effect; nearly all actives have a fitted effect of over 50% in size
Target sequence (O89049 whole entry, looked up): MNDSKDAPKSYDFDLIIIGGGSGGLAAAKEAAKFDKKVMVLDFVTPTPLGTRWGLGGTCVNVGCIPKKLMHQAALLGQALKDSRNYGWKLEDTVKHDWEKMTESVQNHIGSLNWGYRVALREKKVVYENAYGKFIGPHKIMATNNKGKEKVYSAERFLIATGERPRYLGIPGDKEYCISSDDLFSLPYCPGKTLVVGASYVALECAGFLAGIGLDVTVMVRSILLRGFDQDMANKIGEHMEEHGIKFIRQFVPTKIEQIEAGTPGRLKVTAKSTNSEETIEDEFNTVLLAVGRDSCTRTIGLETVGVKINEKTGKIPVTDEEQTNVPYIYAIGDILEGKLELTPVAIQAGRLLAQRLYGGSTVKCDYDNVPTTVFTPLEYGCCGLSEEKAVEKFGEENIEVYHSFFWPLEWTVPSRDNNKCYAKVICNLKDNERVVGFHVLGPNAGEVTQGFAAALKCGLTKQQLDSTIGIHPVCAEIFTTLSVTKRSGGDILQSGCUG
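Rat TrxR1, dispensed at 90 nM, was prereduced with 400 uM NADPH (final) for 5 min at ~22 deg C, then incubated with compound 15 min before 400 uM selenite. A first-read NADPH fluorescence drop versus no-compound background flagged substrates.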
RXFP1 agonist – agonists of human relaxin receptor RXFP1; Q9HBX9; HEK293T-RXFP1 cAMP TR-FRET, 30 min; response scale: percent of porcine relaxin response, buffer zero; Potency, µM (top dose mostly 57.5 µM), for the others: top-dose activation, hits mostly activators; 370,000 compounds, 0.3% hits; AID 2676; also: potency is read from the fitted curve at half-maximal effect; % is scaled to controls: 0 for no effect and ±100 for the full control effect; nearly all actives have a fitted effect of over 60% in size; many of its hits are not listed in these tables
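HEK293 cells stably expressing RXFP1, treated 30 min at 37C with compounds plus PDE4 inhibitor Ro 20174; cAMP measured by HTRF TR-FRET. Normalized to buffer and 29 nM porcine relaxin; EC50 by Hill fit.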
PI4K2A block – PI4K2A (human) kinase inhibition. Q9BTU6. purified PI4K2A, ADP-Glo luminescence, 1 h; active compounds read low. activity change, negative = inhibition, % at 76.9 µM. 420,000 compounds, 0.13% hits; in the data active = activity change below about -50%; inconclusive = mostly about -30% to -49%;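 also: -100% = wells without enzyme as full effect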
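In this quantitative HTS, ADP production by PI4K2A was quantified luminescently after 1 h at ambient temperature; 100 microM adenosine served as plate-quality control.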
LDHA inh – LDHA (human) enzyme inhibition; purified LDHA, NADH/diaphorase-resazurin fluorescence; active compounds read low; activity change, % (values are at about 110 or 230 µM); 480,000 compounds, 0.15% hits; in the data active = activity change below about -30%; inconclusive = mostly about -25% to -30%;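 also: plate controls were DMSO wells for no effect and wells without enzyme for full effect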
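LDH5 2 nM; NADH 0.06 mM, pyruvate 0.2 mM; 200 mM Tris pH 7.4, EDTA, Tween-20; 5 min RT. Detection: diaphorase 0.133 mg/mL + resazurin 37 µM, fluorescence ex540/em590 at 0 and 20 min; normalized to enzyme-free and DMSO wells.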
Vif-A3F inh – inhibitors of Vif-A3F interaction | HeLa A3F-eYFP + Vif (tagged APOBEC3F with the HIV-1 protein that degrades it), YFP fluorescence increase | Potency, µM (titrated, usually from 46.1 µM), for inactives: top-dose activity, negative = active | 390,000 compounds, 0.2% hits; also: potency is read from the fitted curve at half-maximal effect; % of control where 0% means no effect; nearly all actives have a fitted effect of over 65% in size
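HeLa cells stably expressing A3F-eYFP plus Vif, plated and incubated overnight at 37 deg C, then exposed to compounds overnight at 37 deg C. Blocked degradation read as raised yellow fluorescence (Ex 488/Em 500-530).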
USP1-UAF1 inh – inhibitors of human USP1/UAF1 deubiquitinase; O94782; recombinant USP1/UAF1, Ub-Rhodamine cleavage fluorescence; Potency, µM (top dose mostly 57.1 µM), without a hit: at the highest dose activity change, negative = inhibition, most hits filed as inhibitors; 390,000 compounds, 0.23% hits; also: potency is read from the fitted curve at half-maximal effect; % is scaled to controls: 0 for no effect and ±100 for the full control effect; nearly all actives have a fitted effect of over 60% in size; inactives centre near -12
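USP1/UAF1 complex at 1 nM was preincubated with compound for 15 min at room temperature, then Ub-Rho substrate (150nM final) was added. Fluorescence (480/540 nm) was read kinetically, 6 reads every 60 seconds.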
An asterisk follows results filed as active; ? = inconclusive; . = not tested or not shown; & = joins results of further samples; [ ] = another dose, or the depositor's remark. Unless noted, calls follow the shape of the dose curve; as a rule, active = well fitted curve in the direction sought with a large enough effect; inconclusive = small, poorly fitted or top-dose-only effect, or another doubt; inactive = no such curve, though single readings can be large; an effect the other way counts as inactive or inconclusive. The list is partial, so the mix of outcomes need not match the whole.

SMILES | GRP78 ERSR act | Vif-A3G inh | mIDH1 inhibitor | TrxR1 substrate | RXFP1 agonist | PI4K2A block | LDHA inh | Vif-A3F inh | USP1-UAF1 inh
O=C(CN1CCN(C(=O)COc2cccc(F)c2)CC1)Nc1ccc(Cl)c(C(F)(F)F)c1 | 1.3% | 3.9% | -0.1% | -8.8% | -0.4% | 0.8 | -0.6 | -2.3% | -9.3%
Cc1cc(Cl)ccc1C(=O)C1CCCN(Cc2ccon2)C1 (configuration not stated) | -1.6% | 9.1% | -0.6% | -1.9% | 0.4% | 1.1 | -3.5 | 1.9% | -22.9%
O=C(Cc1ccccc1)OCC(=O)c1ccccc1 | 0.1% | -3.0% | 2.3% | -2.9% | -2.0% | 4.4 | -16.6 | -3.6% | -13.5%
O=C(N/N=C/c1c(O)n(CCc2ccccc2)c(=O)[nH]c1=O)c1ccncc1 | 2.8% | -6.9% | 1.9% | -16.1% | -1.2% | -4.6 | 7.1 | 1.2% | -17.9%
O=C(c1ccc(Cl)cc1)N1CCC2(CC1)OCCO2 | -2.2% | -7.3% | 4.5% | 4.5% | -2.9% | 1.2 | -4.7 | 0.0% | -22.0%
CC(=O)c1ccc(OCC(=O)N2CCCC(N(C)Cc3ccccc3)C2)cc1 (configuration not stated) | -1.2% | 1.0% | 14.7% | -1.6% | 1.7% | -2.3 | -0.8 | -0.3% | -13.9%
Cc1cccc(-n2c(O)c(C=NCCCN3CCOCC3)c(=O)[nH]c2=O)c1C | -0.5% | -3.0% | -4.9% | -5.5% | 0.5% | -1.5 | 2.0 | 1.3% | 3.8%
O=C(CCNC(=O)N1C[C@H]2C[C@@H](C1)c1cccc(=O)n1C2)Nc1cccc(Cl)c1 | 1.6% | -7.5% | -4.8% | 4.8% | -0.3% | 0.7 | -1.4 | -1.3% | 8.9%
CCOc1ccccc1N=C1SCCCN1C | -6.2% | 2.3% | 5.4% | 2.7% | 0.2% | -1.5 | -37.7* | 1.2% | -12.5%
CSCCC(N=Cc1c(O)n(-c2ccc(Cl)cc2)c(=O)[nH]c1=O)C(=O)OC(C)(C)C (configuration not stated) | -1.0% | -2.9% | -4.1% | -1.6% | 1.4% | 7.6 | 0.0 | -0.5% | -21.0%
COC(=O)C(O)(c1c(C)[nH]c2ccccc12)C(F)(F)F (configuration not stated) | 0.5% | -0.7% | 2.0% | 5.8%[57.1 µM] | 1.5% | 3.3 | 1.5 | 1.1% | -7.1%
Cn1c(=O)n(C)c2cc(CNCCc3ccccc3)ccc21 | -2.9% | 1.5% | 18.4% | -3.1% | 1.1% | 0.6 | -1.3 | -7.0% | -3.9%
OCC#CC[N+]1(CC#Cc2ccccc2)CCOCC1 | -1.6% | 3.3% | 1.0% | -6.5% | -0.5% | 3.9 | 4.2&-7.4 | 1.2% | -10.9%
COc1ccc2nc(NC3=NCCN3)sc2c1 | -4.3% | -3.0% | 4.7% | -0.6% | 2.0% | -2.4 | -1.0 | 1.6% | -16.8%
O=C(COc1ccc(Cl)cc1)N1CCN(C/C=C/c2ccccc2)CC1 | -6.5% | 2.4% | -6.4% | 4.6%[57.1 µM] | 0.0% | 4.7 | -5.2 | 3.9% | -18.7%
CCCC[N+]12CCC(CC1)C(=C(c1ccccc1)c1ccccc1)C2 | -3.5% | -0.1% | -0.1% | -9.6% | -0.7% | -2.4 | -106.3* | -0.3% | -18.2%
Cc1ccc(N2C(=O)NC(=O)/C(=C\c3cc(C)n(-c4sc5c(c4C#N)CCCC5)c3C)C2=O)cc1 | 16.7% | -3.1% | ? | -1.3% | 5.2% | -20.1 | -5.1 | 1.9% | 28.2µM*
CN1C2CCC1CC(OC(=O)c1ccc([N+](=O)[O-])cc1)C2 (configuration not stated) | -2.4% | -0.3% | 1.0% | 12.3%[57.1 µM] | -2.8% | 9.2 | 6.9 | 15.2% | -18.1%
COc1ccc(C)cc1NC(=O)c1cccn(Cc2ccccc2Cl)c1=O | -0.7% | -0.7% | -4.4% | 4.0%[57.1 µM] | 8.9% | -0.7 | -8.4 | -7.1% | -18.3%
CCOC(=O)CNC(=O)N1Cc2cc(-c3cccc(F)c3)ccc2-n2nncc2C1 | -1.3% | -1.5% | . | . | . | -0.7 | -2.7 | . | .
O=C(Nc1ccc(C(=O)O)cc1)Oc1ccc(N(CCCl)CCCl)cc1 | -2.8% | -2.0% | . | . | . | -4.7 | 1.2 | . | .
CC(=O)c1cn(Cc2ccccc2C#N)c2ccccc12 | -0.5% | 0.5% | -0.7% | 3.9% | 5.4% | 10.6 | -4.6 | 5.8% | -8.9%
O=C1Nc2ccccc2Sc2ccccc21 | -0.1% | -5.4% | 7.3% | 2.6% | 9.8% | 1.6 | -1.2 | -0.7% | -14.0%
CN1CCN2c3ccc(N)cc3CC3(C(=O)NC(=O)NC3=O)C2C1 (configuration not stated) | -2.8% | 1.6% | 0.0% | 0.8% | -2.6% | -7.5 | 6.2 | -2.4% | -13.8%
CCC(=O)Oc1ccc(C(=O)Nc2cccc(C(=O)c3ccccc3)c2)cc1 | 5.0% | -0.9% | 26.1µM* | 0.9% | -2.4% | 18.6 | 0.4 | -5.1% | -20.7%
O=C(c1cc(-c2cccnc2)nc2ccc(Cl)cc12)N1CCC2(CC1)OCCO2 | -3.5% | 2.5% | 2.8% | 9.0%[57.1 µM] | 1.9% | -3.9 | 0.5 | -2.9% | 3.6%
O=C(c1ccccc1)N1CCN(c2ccccc2)CC1 | -1.1% | 2.5% | 6.0% | 15.7%[57.1 µM] | . | -9.8 | -8.1 | 0.3% | ?
OCC(Cl)CCl (configuration not stated) | -0.6% | 0.3% | -7.0% | 6.5% | 0.7% | 2.4 | -8.7 | 1.3% | -7.4%
CC(C)C[C@H](NC(=O)[C@@H]1CCCN1C(=O)[C@@H](N)Cc1ccc(O)cc1)C(=O)NCC(N)=O | -2.4% | -3.6% | 3.2% | 5.1% | 0.4% | -6.7 | -1.4 | 2.6% | -22.2%
CN1C(=O)C(=Cc2cn(CC#N)c3ccccc23)C(=O)N(C)C1=O | 4.2% | -7.2% | 0.0% | 4.0% | 0.1% | -15.1 | -1.3 | ? | ?
COc1ccc(OCCn2c(NC(=O)c3ccc(OC)cc3)nc3ccccc32)cc1 | 1.6% | 0.0% | -12.2% | 33.3% | 3.8% | 2.7 | -10.1 | -1.3% | ?
CC(=NC(C)c1ccccc1)c1c(O)[nH]c(=O)[nH]c1=O (configuration not stated) | -5.0% | 0.6% | 15.3% | 6.6% | -0.7% | 1.4 | 0.2 | -2.6% | -7.6%
O=C(NC1CC2CCCC(C1)N2)c1ccccc1 (configuration not stated) | -3.9% | -4.0% | -8.5% | 4.2% | 1.6% | 2.6 | -5.0 | -1.7% | -25.1%
N#Cc1cc2c(nc1SCC(=O)Nc1ccc(Cl)cc1)C1CCN2CC1 | 2.3% | 2.1% | 6.6% | 8.8% | 6.8% | 1.4 | 1.1 | -10.3% | -8.8%
CN1CCCC1C(O)(c1ccccc1)c1ccccc1 (configuration not stated) | -3.6% | -5.3% | -1.1% | 1.2% | . | 12.1 | -3.1 | 5.8% | -6.6%
COc1cc(C(c2c(O)c3ccccc3oc2=O)c2c(C)n(C)n(-c3ccccc3)c2=O)ccc1O (configuration not stated) | -2.3%&-5.7% | 0.2%&-4.5% | -19.5%&-2.3% | 4.3% | 3.3%&2.4% | 3.3&1.5 | 1.9&-4.8 | -13.5%&-20.3% | 2.3%&-13.5%
Cc1cc(N2CCN(C)CC2)nc2ccccc12 | -1.2% | 1.8% | 7.7% | 6.7% | 0.7% | -4.7 | -1.6 | -1.7% | -18.0%
O=C(C(Cc1ccccc1)NS(=O)(=O)c1cccc2nsnc12)N1CCC2(CC1)OCCO2 (configuration not stated) | -3.0% | 0.6% | 17.1% | -5.1% | 0.1% | 1.6 | -4.6 | -0.4% | -9.5%
CCOC(=O)c1c(/N=C/c2c(O)n(-c3cccc(C)c3)c(=O)[nH]c2=O)sc2c1CCCC2 | -3.8% | -4.8% | ? | -0.8% | -1.4% | -4.4 | 0.5 | 4.8% | -9.3%
Cc1cc(/C=C2/C(=O)NC(=O)N(Cc3ccco3)C2=O)c(C)n1-c1ccccc1O | 0.5% | 0.8% | -8.1% | -9.0% | -0.9% | -3.3 | 3.5 | 2.9% | -7.4%
CN1C(=O)C(=Cc2ccc(SC3CCCCC3)o2)C(=O)N(C)C1=O | -2.3% | -6.5% | ? | 8.7%[57.1 µM] | 3.1% | -1.5 | -6.7 | 2.8% | -25.0%
O=C1CC(=O)N(c2ccc3c(c2)OCO3)C(=O)N1 | -6.3% | 4.1% | -0.3% | -4.4% | 0.7% | -0.2 | -4.0 | -6.2% | -11.7%
CCOc1ccccc1CN1C2CCC1CC(c1ccc(C)cc1)C2 (configuration not stated) | -4.3% | 9.8% | 0.0% | 6.7% | 1.7% | -8.1 | -0.2 | -10.5% | -20.4%
COc1ccc(C2=C(C(C)=O)Sc3nnc(-c4ccc(C)cc4)n3N2C(C)=O)cc1OC | -1.7% | -8.1% | ? | 7.3%[57.1 µM] | 0.0% | 7.2 | 0.4 | -8.7% | -4.4%
